# Screens deposited in PubChem BioAssay by National Center for Advancing Translational Sciences (NCATS).
# PI4K2A inh = qHTS for small molecular inhibitors of PI4K2A. Phosphatidylinositol 4-kinase type 2-alpha (Homo sapiens), Q9BTU6. purified PI4K2A, ADP-Glo luminescence, 1 h; stronger effect = lower value. activity change, negative = inhibition, % at 76.9 µM. hit rate 0.13% among 420,000. AID 1346378, 2018; in the data active = activity change below about -50%; inconclusive = mostly about -30% to -49%;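 also: -100% = wells without enzyme as full effect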
# Target sequence (Q9BTU6 whole entry, looked up): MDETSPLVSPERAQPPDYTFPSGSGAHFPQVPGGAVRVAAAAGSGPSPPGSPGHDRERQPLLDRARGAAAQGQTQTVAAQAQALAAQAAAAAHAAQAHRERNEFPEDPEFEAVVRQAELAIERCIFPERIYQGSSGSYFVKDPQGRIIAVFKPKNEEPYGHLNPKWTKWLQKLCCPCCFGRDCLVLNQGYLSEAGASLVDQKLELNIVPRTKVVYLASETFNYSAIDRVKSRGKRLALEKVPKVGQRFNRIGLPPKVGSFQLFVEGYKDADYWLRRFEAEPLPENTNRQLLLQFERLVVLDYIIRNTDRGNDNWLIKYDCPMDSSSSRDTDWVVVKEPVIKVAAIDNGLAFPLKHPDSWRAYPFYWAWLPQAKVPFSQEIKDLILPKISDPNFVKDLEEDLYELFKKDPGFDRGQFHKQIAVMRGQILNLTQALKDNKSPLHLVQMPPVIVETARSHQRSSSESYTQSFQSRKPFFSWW
#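 ADP-Glo luminescence measured ADP generated by PI4K2A enzyme (4 ug/mL before mixing) with 1.2 mM PI substrate (pre-mix) and 300 microM ATP (pre-mix). Tris pH7.5 buffer with MgCl2, Triton X-100; 1 h reaction at ambient temperature.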
# GLS inhibitor = qHTS for Inhibitors of Glutaminase (GLS) | Glutaminase kidney isoform, mitochondrial (Homo sapiens), O94925 | hit rate 0.21% among 410,000 | GLS enzymatic activity, qHTS titration | Potency, µM (titrated, usually from 45.5 µM), inactives show top-dose activity change, negative = inhibition, actives largely listed as inhibitors; also: potency is read from the fitted curve at half-maximal effect; % is scaled to controls: 0 for no effect and ±100 for the full control effect
#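 Assay buffer: 45 mM KH2PO4 pH 8.2, 0.02% Tween-20. hKGA acts on L-glutamine (1 mM solution added); product glutamate is reported by an oxidase/peroxidase Amplex Red coupling, with fluorescence taken at baseline and 30 min.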
# TrxR1 substrate = qHTS Assay for Substrates of Mammalian Selenoprotein Thioredoxin Reductase 1 (TrxR1): qHTS; Thioredoxin reductase 1, cytoplasmic (Rattus norvegicus), O89049; purified TrxR1 substrate turnover, NADPH consumption readout; Potency, µM (series often up to 114 µM), for inactives: at the highest dose activity change, negative = substrate turnover; hit rate 0.01% among 390,000; AID 588456, 2011; also: potency is read from the fitted curve at half-maximal effect; % is scaled to controls: 0 for no effect and ±100 for the full control effect; nearly all actives have a fitted effect of over 50% in size
#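 Rat TrxR1, dispensed at 90 nM, was prereduced with 400 uM NADPH (final) for 5 min at ~22 deg C, then incubated with compound 15 min before 400 uM selenite. A first-read NADPH fluorescence drop versus no-compound background flagged substrates.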
# USP1 inh = Inhibitors of USP1/UAF1: Primary Screen | hit rate 0.23% among 390,000 | Potency, µM (doses to about 57.1 µM), inactives show at the top dose activity change, negative = inhibition, hits mostly inhibitors | Ubiquitin carboxyl-terminal hydrolase 1 (Homo sapiens), O94782 | recombinant USP1/UAF1, Ub-Rhodamine cleavage fluorescence; also: potency is read from the fitted curve at half-maximal effect; % is scaled to controls: 0 for no effect and ±100 for the full control effect; nearly all actives have a fitted effect of over 60% in size; inactives centre near -12
#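 High-throughput fluorogenic screen: 1nM USP1/UAF1 complex, Ub-Rho substrate 150nM final, 50mM HEPES pH 7.8 with 0.5mM EDTA, 0.1 mg/ml BSA, 1mM TCEP and 0.01% Tween-20.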
# HP1b binding inh = HTS for Inhibitors of HP1-beta Chromodomain Interactions with Methylated Histone Tails | hit rate 0.56% among 390,000 | Potency, µM (doses to about 114 µM), for the others: at the top dose activity change, negative = inhibition, hits mostly inhibitors | AlphaScreen HP1-beta / biotin-H3K9me3 peptide binding | Chromobox protein homolog 1 (Homo sapiens), P83916; also: potency is read from the fitted curve at half-maximal effect; nearly all actives have a fitted effect of over 70% in size; inactives centre near 23
# Target sequence (P83916 whole entry, looked up): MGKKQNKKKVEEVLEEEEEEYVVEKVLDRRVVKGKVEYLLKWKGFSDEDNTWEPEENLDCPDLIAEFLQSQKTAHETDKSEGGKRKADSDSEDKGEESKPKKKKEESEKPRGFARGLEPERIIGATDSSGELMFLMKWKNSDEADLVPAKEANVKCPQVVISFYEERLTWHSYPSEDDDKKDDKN
#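 AlphaScreen: HP1-beta (50 nM) preformed 30 min with biotin-H3(1-18)K9me3 peptide (50 nM) in PBS pH 7.4, 0.01% Tween-20. Compound added for 30 min at RT, then streptavidin donor/nickel chelate acceptor beads (10 ug/mL) for 30 min.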
# PGK inhibitor = qHTS Assay to Find Inhibitors of Phosphoglycerate Kinase | PGK/GAPDH coupled, Kinase-Glo luminescence, 60 min | Potency, µM (doses to about 57.5 µM), for inactives: at the top dose activity change, negative = inhibition, most hits filed as inhibitors | hit rate 0.043% among 380,000 | AID 602233, 2012; also: potency is read from the fitted curve at half-maximal effect; % is scaled to controls: 0 for no effect and ±100 for the full control effect; nearly all actives have a fitted effect of over 60% in size
#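 Luminescent ATP detection (Kinase-Glo Plus) follows a 60-minute room-temperature incubation, with wells lacking PGK as controls. Buffer: 100 mM TEA (pH 7.6), 5 mM MgCl2, 0.01% Tween-20. Coupling enzyme GAPDH (100 nM final) supplies unstable 1,3-BPG in-well.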
# rTrxR1 inhibitor = qHTS Assay for Inhibitors of Mammalian Selenoprotein Thioredoxin Reductase 1 (TrxR1): qHTS; Thioredoxin reductase 1, cytoplasmic (Rattus norvegicus), O89049; recombinant rTrxR1, NADPH fluorescence consumption, selenite substrate; Potency, µM (doses to about 114 µM), for the others: at the highest dose activity change, negative = inhibition, actives largely listed as inhibitors; hit rate 1% among 390,000; also: potency is read from the fitted curve at half-maximal effect; % is scaled to controls: 0 for no effect and ±100 for the full control effect; nearly all actives have a fitted effect of over 65% in size
#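 Rat TrxR1 (90 nM in the dispensed reagent) was pre-reduced with 400 uM NADPH for 5 min at room temperature, then incubated with compound for 15 min. After 400 uM selenite was added, NADPH fluorescence (Ex 340/Em 450 nm) was followed for 8 min.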
# Pin1 inhibitor = qHTS Assay to Find Inhibitors of Pin1. Peptidyl-prolyl cis-trans isomerase NIMA-interacting 1 (Homo sapiens), Q13526. Pin1 FP peptide displacement, HiFluor488, 10 min. Potency, µM (doses to about 115 µM), for inactives: at the highest dose activity, negative = inhibition, most hits filed as inhibitors. hit rate 0.009% among 390,000; active = well fitted inhibition curve with a large enough effect in the polarisation, with a control signal flat, not every such curve was filed as active; inconclusive = small, poorly fitted or top-dose-only effect, or effect the other way, or a change in a side signal; inactive = no such curve, though single readings can be large or run the other way; the % refers to the polarisation; also: potency is read from the fitted curve at half-maximal effect; % is scaled to controls: 0 for no effect and ±100 for the full control effect
# IDH1 R132H inh = qHTS for Inhibitors of mutant isocitrate dehydrogenase 1 (IDH1): qHTS. hit rate 0.093% among 390,000. IDH1-R132H enzyme, NADPH consumption, diaphorase/resazurin fluorescence. Potency, µM (top dose mostly 76.6 µM), inactives show at the highest dose activity change, negative = inhibition, most hits filed as inhibitors. AID 602179, 2012; also: potency is read from the fitted curve at half-maximal effect; % is scaled to controls: 0 for no effect and ±100 for the full control effect; nearly all actives have a fitted effect of over 65% in size
# Target sequence (O75874 whole entry R132H, stated change not applied): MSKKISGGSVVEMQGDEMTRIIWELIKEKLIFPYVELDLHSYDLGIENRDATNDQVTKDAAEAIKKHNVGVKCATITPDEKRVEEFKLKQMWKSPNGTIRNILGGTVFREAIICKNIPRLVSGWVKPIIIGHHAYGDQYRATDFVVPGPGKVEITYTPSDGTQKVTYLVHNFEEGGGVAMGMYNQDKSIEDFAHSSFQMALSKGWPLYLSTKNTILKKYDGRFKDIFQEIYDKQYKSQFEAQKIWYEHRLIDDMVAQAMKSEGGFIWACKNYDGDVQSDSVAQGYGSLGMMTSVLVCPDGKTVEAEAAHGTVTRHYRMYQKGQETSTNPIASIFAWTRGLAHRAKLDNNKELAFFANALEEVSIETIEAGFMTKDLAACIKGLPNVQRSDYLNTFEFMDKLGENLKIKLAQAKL
#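 IDH1-R132H (0.5 ug/mL dispensed) in pH 7.5 Tris buffer was preincubated 30 min with compound, then given a substrate mix of 0.016 mM NADPH and 2 mM alpha-KG for 80 min at room temperature; remaining NADPH was read by diaphorase/resazurin fluorescence.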
# * hit, by the source's call; i = inactive; ? = inconclusive; nt = not tested or not shown; & = joins results of further samples; [ ] = another dose, or the depositor's remark. Unless noted, calls follow the shape of the dose curve; as a rule, active = well fitted curve in the direction sought with a large enough effect; inconclusive = small, poorly fitted or top-dose-only effect, or another doubt; inactive = no such curve, though single readings can be large; an effect the other way counts as inactive or inconclusive. These rows are one share of the data; rates above refer to the full screens.
SMILES,PI4K2A inh,GLS inhibitor,TrxR1 substrate,USP1 inh,HP1b binding inh,PGK inhibitor,rTrxR1 inhibitor,Pin1 inhibitor,IDH1 R132H inh
COC(=O)N/N=C/c1cn(CC(C)COc2ccccc2)c2ccccc12 (configuration not stated),1,13%,-9%,-7%,13%,1%,10%,?,-1%
Cc1cc(C(=O)COC(=O)CCc2nc3ccccc3c(=O)[nH]2)c(C)n1CC1CCCO1 (configuration not stated),2,56%[activator],4%,-9%,10%,-4%,3%,-9%,4%
Cc1cc(O)c(C2(O)C(=O)Nc3ccccc32)cc1C (configuration not stated),0,1%,-12%,-14%,18%,-8%,-12%,-4%,-2%
COc1ccc(N2CCN(C(CNC(=O)C(=O)NCCCn3ccnc3)c3cccnc3)CC2)cc1 (configuration not stated),0,35%[activator],6%,-6%,15%,-3%,34%,7%,-5%
O=C(Cn1cnc2c(cnn2-c2ccc(Cl)cc2)c1=O)N1CCN(c2ccccc2)CC1,-3,-11%,11%,-13%,33%,3%,20%,1%,-1%
COc1ccc(S(=O)(=O)N2CCCC2C(=O)n2nc(C)cc2C)cc1 (configuration not stated),2,-18%,1%[57.1 µM],-10%,11%,-6%,14%[57.1 µM],-6%,14%
CCOc1ccc(NC(=O)c2c(Nc3ccccc3C)sc(C(=O)c3ccccc3)c2N)cc1,3,-8%,1%[57.1 µM],-13%,-15%,-3%,11%[57.1 µM],5%,0%
Fc1ccc(Nc2ncnc3c2nc2n3CCCCC2)c(F)c1,1,8%,-2%,-10%,11%,2%,8%,-1%,2%
N#C/C(=C\c1ccccc1Cl)C(=O)NC(=O)Oc1ccccc1,2,-3%,-4%[57.1 µM],0%,20%,nt,-28%,-1%,0%
COc1ccccc1NS(=O)(=O)c1cc(NC(=O)c2cccs2)ccc1N1CCCCC1,-3,8%,-13%,-3%,-6%,-3%,-15%,21%,9%
CC(C)C(=O)c1c(C(C)C)nn2ccccc12,-1&5&0,3%&-9%,?,-18%,32%,-10%,9%[57.1 µM],-9%,6%
COc1cccc(C(=O)/C=C/Nc2cccc(O)c2)c1,?,32%[activator],-4%,-19%,10%,-9%,-5%,?,2%
CC(=O)Nc1ccc(CN2CCN(Cc3ccc(F)c(F)c3)C(CCO)C2)cc1 (configuration not stated),-6,9%,6%,-4%,-38%,2%,1%[11.4 µM],0%,-5%
COC(=O)c1ccccc1NC(=O)CC#N,9,-1%,14%[57.1 µM],-5%,19%,-5%,13%[57.1 µM],0%,8%
Cc1ccc(SCCC(=O)NCCSCc2ccco2)cc1,0,-5%,-1%,-20%,26%,i,-5%,0%,0%
COc1ccc(C2C=C(c3ccccc3)Nc3nc(CCCO)nn32)cc1 (configuration not stated),6,-9%,254%[activator],-24%,26%,-2%,?,?,1%
Cn1cc(SCC(=O)N2CCCc3ccccc32)c2ccccc21,8,-6%,-6%[57.1 µM],-18%,31%,-10%,8%[57.1 µM],-7%,11%
COc1ccccc1CNC(=O)COc1cc2c(c3oc(=O)cc(C)c13)CCC(C)(C)O2,2,1%,140%[activator],-19%,34%,3%,-13%,13%,-11%
CCN(CC)C(=O)c1n[nH]c(=O)c2ccccc12,2,0%,8%,-6%,24%,3%,10%,1%,4%
Cc1ccc(NC(=O)COC(=O)Cn2cnc3ccccc32)c(C)c1,4,1%,11%,-6%,30%,0%,13%[57.1 µM],5%,2%
CCOC(=O)c1cccc(NC(=O)CSc2nnc(C)n2Cc2ccccc2)c1,-5,2%,3%[57.1 µM],-11%,26%,-15%,6%[57.1 µM],-4%,3%
O=C(Nc1nccs1)OCc1ccccc1,-3,5%,1%,12%,12%,4%,10%[57.1 µM],-10%,8%
COC(=O)c1ccc(CSc2nnc(N)s2)cc1,0,15%,0%,-21%,11%,-6%,5%,-2%,-2%
CC(C(=O)Nc1ccc(Cl)cc1Cl)N1C(=O)NC2(CCCCCCC2)C1=O (configuration not stated),4,-2%,5%,-18%,33%,6%,21%,0%,-6%
CCOc1ccc(C2c3c(oc4ccccc4c3=O)C(=O)N2c2nnc(C)s2)cc1OC (configuration not stated),-3,0%,-4%,2%,30%,-8%,-6%,1%,0%

# Some of the entries above in a different format.
O=C(Nc1nccs1)OCc1ccccc1
  PI4K2A inh = -3 | GLS inhibitor = 5% | TrxR1 substrate = 1% | USP1 inh = 12% | HP1b binding inh = 12% | PGK inhibitor = 4% | rTrxR1 inhibitor = 10%[57.1 µM] | Pin1 inhibitor = -10% | IDH1 R132H inh = 8%
COC(=O)c1ccc(CSc2nnc(N)s2)cc1
  PI4K2A inh = 0 | GLS inhibitor = 15% | TrxR1 substrate = 0% | USP1 inh = -21% | HP1b binding inh = 11% | PGK inhibitor = -6% | rTrxR1 inhibitor = 5% | Pin1 inhibitor = -2% | IDH1 R132H inh = -2%
CC(C(=O)Nc1ccc(Cl)cc1Cl)N1C(=O)NC2(CCCCCCC2)C1=O (configuration not stated)
  PI4K2A inh = 4 | GLS inhibitor = -2% | TrxR1 substrate = 5% | USP1 inh = -18% | HP1b binding inh = 33% | PGK inhibitor = 6% | rTrxR1 inhibitor = 21% | Pin1 inhibitor = 0% | IDH1 R132H inh = -6%
CCOc1ccc(C2c3c(oc4ccccc4c3=O)C(=O)N2c2nnc(C)s2)cc1OC (configuration not stated)
  PI4K2A inh = -3 | GLS inhibitor = 0% | TrxR1 substrate = -4% | USP1 inh = 2% | HP1b binding inh = 30% | PGK inhibitor = -8% | rTrxR1 inhibitor = -6% | Pin1 inhibitor = 1% | IDH1 R132H inh = 0%

# Further structures
SMILES,PI4K2A inh,GLS inhibitor,TrxR1 substrate,USP1 inh,HP1b binding inh,PGK inhibitor,rTrxR1 inhibitor,Pin1 inhibitor,IDH1 R132H inh
COc1ccc(NC(=O)C(=O)NNC(=O)c2cccs2)c(OC)c1,1,22%,-8%,-11%,31%,0%,-4%,-23%,2%
Cc1ccc(-c2cc(-c3ccccc3)nc(N/N=C/c3cccnc3)n2)cc1,5,6%,2%,-16%,-8%,-4%,6%,12%,-5%
Cc1cccc(NC(=O)CSc2nc(-c3cccs3)cc(C(F)(F)F)c2C#N)c1C,2,2%,30%,9%,53%[activator],i,-5%,?,-16%
O=C(Nc1ccc(C(=O)O)cc1)Nc1ccc([N+](=O)[O-])cc1,-4,1%,7%[57.1 µM],-21%,36%,0%,18%[57.1 µM],-5%,9%
CCc1nc(CNC(=O)C2CCC(=O)N(Cc3cccc(OC)c3)C2)no1 (configuration not stated),-13,6%,2%,-12%,29%,3%,7%,0%,4%
O=C(NCC1CCCO1)C(=O)c1c[nH]c2ccccc12 (configuration not stated),-2,3%,-6%,5%,34%,-3%,4%,2%,6%
O=C(CC(C(=O)O)c1cccc(Br)c1)c1ccc(Cl)cc1 (configuration not stated),-1,18%,-10%,-6%,37%,2%,-16%,-3%,0%
O=C(Nc1ccc(F)cc1)c1ccccc1NS(=O)(=O)N1CCCC1,-4,0%,-5%,-8%,20%[57 µM],-1%,5%,-11%,0%
O=C(O)c1cccc(S(=O)(=O)N2CCC(n3nnc4cc(C(F)(F)F)ccc43)CC2)c1,-3,21%,3%,2%,-3%,10%,-25%,5%,-4%
Cc1nn(Cc2ccc(C(=O)N3N=C(C(F)F)CC3(O)C(F)F)cc2)c(C)c1[N+](=O)[O-] (configuration not stated),-1,-12%,-1%,-4%,11%,i,8%,-6%,6%
CCN(CC)CCC(=O)N1c2ccccc2Sc2ccc(Cl)cc21,-2,-5%&16%,6%,-25%,38%,-3%,11%,-1%,17%
Cc1cccc(NC(=O)CSc2nnc(-c3ccco3)c(-c3ccco3)n2)c1,0,0%,-5%,?,?,-6%,8.9µM*,?,0%
Fc1cccc(NC(=S)N2CCCCC2)c1,-4,4%,0%[57.1 µM],-4%,33%[activator],0%,10%[57.1 µM],1%,0%
O=C(CSc1nc(-c2ccccc2Cl)ns1)NCc1ccco1,-1,3%,-1%,-12%,21%,-11%,-1%,8%,2%
